# Rac1 mut GTP: alters GTP binding to activated mutant human Rac1 | P63000 | 190,000 tested, 0.11% active | GST-Rac1 activated beads, fluorescent GTP binding, flow cytometry; actives lie on both sides; 100% means binding = to untreated wells | percent activity (GTP binding), % at 10 µM;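 active = GTP binding at least 20 percentage points away from the 100% baseline, in either direction, so actives lie on both sides; inconclusive = Compound likely fluorescent itself, or too few beads counted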
# Rab7 wt GTP bind: dog Rab7 wildtype GTP binding, inhibitors and activators; GST-Rab7 beads, fluorescent GTP binding, flow cytometry; actives lie on both sides; untreated = 100%, excess cold GTP = 0%; GTP binding activity (percent of control), % at 10 µM; 190,000 tested, 0.055% active;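 active = fluorescent GTP binding to Rab7 beads changed by at least 20 points from the 100% baseline, either direction, mostly lower; inconclusive = compound itself probably fluorescent, or too few beads counted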;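 note: median green fluorescence of bound Bodipy-FL-GTP per Rab7 bead population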
# Pf gametocyte: inhibitors of late stage P. falciparum gametocyte viability; inhibition, % at 10.9 µM; P. falciparum stage V gametocytes, ATP luminescence, 24 h; 150,000 tested, 0.065% active;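 active = inhibition above the mean plus 3 SD of compounds within the control limits, set per campaign, cut at about 38% in these data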;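 note: 0% = DMSO wells and 100% = medium only without gametocytes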
# Mcl1-Bid inh: disrupts binding of human Mcl-1 to Bid peptide. inhibition, % at 21.7 µM. Q07820. 220,000 tested, 0.97% active. AID 1021. TR-FRET Mcl-1/Bid-Dy647 peptide binding, 1536-well;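 active = compounds that cut the binding signal by more than half at the single screening dose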;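 note: His-tagged Mcl-1 with europium anti-His antibody binding Bid BH3 peptide; 0% = Mcl-1 plus peptide wells and 100% = peptide-only wells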
# Target sequence (Q07820 whole entry, looked up): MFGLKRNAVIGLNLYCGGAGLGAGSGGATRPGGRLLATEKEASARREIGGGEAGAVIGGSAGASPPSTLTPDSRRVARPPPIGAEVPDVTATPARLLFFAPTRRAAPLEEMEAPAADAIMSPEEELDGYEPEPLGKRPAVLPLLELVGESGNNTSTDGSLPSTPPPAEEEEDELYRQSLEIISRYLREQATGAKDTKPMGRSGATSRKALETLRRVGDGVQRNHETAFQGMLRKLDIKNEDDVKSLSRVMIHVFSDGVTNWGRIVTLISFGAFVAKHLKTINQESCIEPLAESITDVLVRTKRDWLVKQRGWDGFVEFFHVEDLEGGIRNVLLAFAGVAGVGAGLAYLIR
# Cdc42 wt GTP: changes GTP binding to wildtype human Cdc42 | GST-Cdc42 beads, Bodipy-GTP binding, flow cytometry; actives lie on both sides | percent activity (GTP binding), % at 10 µM | 190,000 tested, 0.2% active | AID 761;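 active = percent activity GTP binding at least 20 points away from the 100% baseline, either down as inhibitor or up as activator; inconclusive = compound flagged as likely green fluorescent from well-wide comparison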;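 note: median bead fluorescence of bound Bodipy-FL-GTP at 100 nM; 0% = excess unlabeled GTP control and 100% = no compound control; below 100% means less GTP binding so inhibitor and above means activator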
# Target sequence (P60953 whole entry, looked up): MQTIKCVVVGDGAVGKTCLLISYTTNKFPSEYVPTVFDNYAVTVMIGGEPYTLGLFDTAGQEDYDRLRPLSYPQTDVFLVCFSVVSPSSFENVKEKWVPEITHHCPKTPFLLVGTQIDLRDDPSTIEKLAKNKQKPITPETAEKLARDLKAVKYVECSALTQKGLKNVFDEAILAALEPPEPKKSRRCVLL
# Avidin fluor: avidin bead compound fluorescence profile | Avidin beads, compound fluorescence 488/530 nm, flow cytometry; stronger effect = higher value | 220,000 tested, 0.38% active | fluorescence (KMESF) at 10 µM; in the data active = fluorescence above about 47; note: inactives centre near 10
# Rac1 wt modul: alters GTP binding to wildtype human Rac1; P63000; GST-Rac1 beads, fluorescent GTP binding, flow cytometry; actives lie on both sides; 0 = cold GTP competed, 100 = untreated; GTP binding activity (% of control), % at 10 µM; 190,000 tested, 0.27% active;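 active = GTP binding activity at least 20 points away from the 100% control level, either lower or higher; inconclusive = compound flagged as likely green fluorescent, judged across all proteins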
# Mcl-1 Bim block: disrupts Bim peptide binding to human Mcl-1. Q07820. Bead-based flow cytometry, Bim peptide-Mcl-1 binding. inhibition, % at 10 µM. 190,000 tested, 0.1% active. AID 1009; in the data active = inhibition above about 40%;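 note: 0% = no compound tracer wells and 100% = peptide blocker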
# Rab2 wt GTP: changes GTP binding to wildtype dog Rab2A, up or down; GST-Rab2 wt beads, Bodipy-GTP binding, flow cytometry; GTP binding activity, % at 10 µM; 190,000 tested, 0.19% active; AID 760;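 active = GTP binding activity at least 20 points away from 100%, either lowered or raised; inconclusive = signal likely due to the compound's own green fluorescence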;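 note: 0% = beads with excess unlabeled GTP and 100% = no-compound control corrected for plate trend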
# HRas wt GTP: changes GTP binding to wildtype human HRas; GTP binding activity, % at 10 µM; AID 759; P01112; 190,000 tested, 0.14% active; GST-Ras wt beads, Bodipy-FL-GTP binding, flow cytometry; actives lie on both sides;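 active = GTP binding activity at least 20% away from the 100% baseline, either lowered as inhibitor or raised as activator; inconclusive = flagged as likely green fluorescent, judged across all proteins in the well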;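 note: 0% = unlabeled GTP competition control and 100% = no-compound control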
# Target sequence (P01112 whole entry, looked up): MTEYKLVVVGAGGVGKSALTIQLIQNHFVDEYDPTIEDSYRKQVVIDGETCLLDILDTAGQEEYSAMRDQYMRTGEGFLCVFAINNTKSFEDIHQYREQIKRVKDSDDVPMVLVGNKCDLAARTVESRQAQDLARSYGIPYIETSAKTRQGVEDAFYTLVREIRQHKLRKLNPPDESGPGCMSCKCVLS
# Mcl1-Noxa inh: Mcl-1/Noxa interaction inhibition; 220,000 tested, 1.5% active; inhibition, % at 21.7 µM; TR-FRET Mcl-1/Noxa peptide binding, 2 h;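 active = compounds that cut the protein-peptide binding signal by more than 50% relative to plate controls in a single-dose test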;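 note: His-tagged Mcl-1 with rhodamine Noxa BH3 peptide and terbium anti-His antibody; 0% = Mcl-1 plus Noxa peptide wells and 100% = peptide-only wells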
# * hit, by the source's call; ? = inconclusive; nt = no result given; & = joins results of further samples.
SMILES,Rac1 mut GTP,Rab7 wt GTP bind,Pf gametocyte,Mcl1-Bid inh,Cdc42 wt GTP,Avidin fluor,Rac1 wt modul,Mcl-1 Bim block,Rab2 wt GTP,HRas wt GTP,Mcl1-Noxa inh
O=C(/C=C/c1ccco1)NC(=S)Nc1cccc([N+](=O)[O-])c1,100,99,-2,-3,106,5,103,-3,99,99,12
CCOC(=O)c1oc2ccc(Cl)cc2c1NC(C)=O,95,105,8,-12,101,10,101,4,100,103,8
CC(=O)Cn1c(CN2CCCCC2)nc2ccccc2c1=O,97,106,13,-9,93,13,101,1,98,99,-5
CCCCNC(=O)CSc1nc2ccccc2n1S(=O)(=O)c1ccc(Cl)cc1,99,101,nt,10,99,10,103,-6,99,99,9
N/C(=N\N=C/c1ccc(Br)cc1)N/N=C\c1ccc(Br)cc1,85,98,0,-10,84,6,89,40*,88,88,8
NC(=O)Cn1cnc2nc3n(c2c1=O)CCC3,94,98,-3,31,97,11,96,-2,97,96,2
COc1ccc(C(=O)/C=C/C(=O)N(CC(=O)NCCC(C)C)Cc2cccs2)c(O)c1,95,107,6,9,95,7,104,-5,98,100,66*
Cc1cc(=O)[nH]c(-n2ncc(C#N)c2N)n1,96,94,-8,-38,95,10,95,0,93,93,8
CCOc1cc(/C=C2/SC(=S)N(CC3CCCO3)C2=O)ccc1O (centres undefined),95,101,-24,-38,95,12,94,0,95,98,8
C=CCOc1ccc(Br)cc1CNC(C)(C)C,97,108,13,-7,100,19,101,-1,100,102,1
Cc1ccc(SCCC(=O)Nc2nccs2)cc1,93,97,29,-1,94,10,99,1,93,94,1
COc1ccc(C(=O)NCc2ccc(Cl)c(Cl)c2)cc1OC,98,99,9,7,99,13,102,-6,99,99,2
Cc1ccc(C(C)C)c(OCCCNCc2cccnc2)c1,97,108,2,-14,98,9,99,-2,100,98,24
CCn1c(CNc2cccc(Cl)c2)nnc1SCc1ccccc1,96,99,nt,-35,95,15,96,3,97,97,-13
Cc1ccc(Cn2c(=O)c3ccccc3n3nc(C)cc23)cc1,94,94,nt,-19,94,8,93,0,95,95,8
Cc1ccc(S(=O)(=O)N2CCCC2C(=O)Oc2ccccc2)cc1 (centres undefined),100,100,-38,-3,104,35,107,-1,101,103,-5
CCOc1cc(NC(=O)c2ccco2)c(OCC)cc1NC(=O)COc1ccccc1,101,103,nt,26,104,13,107,-1,104,104,10
COc1ccc(/C=C2/N=C(c3cccs3)OC2=O)cc1OC(C)C,97,101,13,-29,96,16,103,1,99,99,4
O=C(O)CCC(=O)c1cccc2ccccc12,?,?,nt,3,?,6,?,-3,?,?,6
Cc1ccc(N(CC(=O)NC2CCC(C)CC2)S(=O)(=O)c2cccnc2)cc1 (centres undefined),99,98,nt,-4,99,8,100,-2,100,99,10
Clc1ccc(-c2csc(-c3ccncc3)n2)cc1,97,107,-12,-4,98,6,101,-2,99,99,15
O=C(NCc1ccccn1)C1CCCN(S(=O)(=O)c2ccc(Br)cc2)C1 (centres undefined),97,99,1,5,95,27,101,2,97,97,-7
COc1ccc(CCNC(=O)C2CC(=O)N(CCc3ccc(C)cc3)C2)cc1OC (centres undefined),98,105,-27,-26,104,9,104,0,104,101,13
CC(=O)c1cc(F)ccc1OCC(=O)N1CCN(c2ccc(F)cc2)CC1,93,91,-8,-14,91,25,95,-2,92,92,-8
CNC(=O)CCn1nc(-c2ccc(Cl)cc2)c2ccccc2c1=O,102,100,nt,-6,103,16,103,0,103,102,0
Clc1ccc(CO/N=C2\CCCc3nonc32)c(Cl)c1,97,99,13,6,99,1,97,15,98,98,0
Cc1cc(NC(=O)CSc2nnc(C)c(=O)n2N)no1,96,102,-18,-3,96,6,96,3,97,96,-26
Clc1ccc(-c2nnc(-c3ccc(Br)o3)o2)c(Cl)c1,99,99,-3,-19,101,9,104,0,99,98,-1
Cc1cc(C)c(S(=O)(=O)NCC2CCC(C(=O)NCCCN3CCOCC3)CC2)c(C)c1 (centres undefined),102,98,-15,16,103,14,102,-3,100,101,21
CCC(CC)NCC(O)COc1ccc(Br)cc1 (centres undefined),97,99,-19,13,102,10,103,-7,102,101,-1
O=C(Cc1ccccc1)Nc1c(C(=O)N2CCOCC2)cnn1-c1ccccc1,99,99,-9,-10,104,8,103,6,102,102,7
Cc1ccc(-c2nc(CSCC(=O)N3CCCC3)c(C)o2)cc1,98,102,28,-21,103,10,102,-3,104,102,2
O=C(NNC(=O)c1cc(O)c(O)c(O)c1)NC1CCCCC1,92,93,nt,-45,95,8,92,4,93,94,nt
Cc1sc(NC(=O)c2ccco2)c(CN2CCCCC2)c1C,96,96,nt,-64,99,14,96,4,95,99,-12
Cc1cc(S(=O)(=O)N2CCCC2)c(C)s1,100,100,-3,-15,101,11,105,-7,101,101,3
Cc1nc2cc(NC(=O)N3CC4(C)CC3CC(C)(C)C4)ccc2n1C (centres undefined),100,102,nt,-15,102,48*,104,-4,101,101,-8
CCCCn1c(CNC(C)=O)nc2ccccc21,?,?,nt,-25,?,4,?,0,?,?,14
Cc1ccc(-c2cc(N)n(Cc3ccc(Cl)cc3)n2)cc1,101,102,7,-10,108,17,105,-2,106,106,23
CCNC(=S)N1CCn2c(nc3ccccc32)C1,102,95,-19,-68,103,13,100,0,99,100,-5
Cn1c(=O)c2c(SCC(=O)N3CCOCC3)nc(C3CCCCC3)nc2n(C)c1=O,96,103,nt,-31,100,9,100,-1,101,102,2
COC(=O)c1cc(C(=O)OC)n(Cc2ccc(Br)cc2)n1,98,98,nt,-3,103,10,99,-1,100,101,22
COc1ccc(C)cc1NC(=O)CN(c1ccccc1F)S(C)(=O)=O,97,101,nt,-10,104,22,101,-4,100,101,0
COC(=O)c1ccc(N2C(=O)CC(N(C)Cc3ccccc3)C2=O)cc1 (centres undefined),101,103,nt,2,106,9,107,0,103,105,0
O=C(COc1ccc(S(=O)(=O)Nc2ccccc2)cc1)NCc1ccncc1,93,93,-3,-10,91,9,92,7,94,93,-6
COc1ccc(C2=CSC3=NCCN23)cc1F,101,104,25,-49,105,4,105,-2,103,104,16
COc1cc(C2C(C(=O)c3ccco3)=C(O)C(=O)N2c2cc(C)on2)cc(Br)c1O (centres undefined),98,100,nt,-98,107,17,104,1,103,105,21
C(=C\c1nc(-c2ccncc2)no1)/c1ccccc1,93,101,nt,-4,91,10,95,-2,94,96,5
O=C(CC1SC(=Nc2ccccc2)N(CCCO)C1=O)Nc1ccc(Cl)cc1 (centres undefined),100,102,nt,-1,105,12,100,-3,103,105,5
CC1(C)CC(=O)C/C(=N/NC(=O)c2ccc(-c3ccccc3)cc2)C1,100,98,-13,-44,98,11,100,-4,102,102,-7
O=S(=O)(/N=C(/Nc1cc(N2CCOCC2)ncn1)c1ccc(F)cc1)c1ccccc1,98,103,24,0,102,15,105,-1,102,102,2
# Following part
SMILES,Rac1 mut GTP,Rab7 wt GTP bind,Pf gametocyte,Mcl1-Bid inh,Cdc42 wt GTP,Avidin fluor,Rac1 wt modul,Mcl-1 Bim block,Rab2 wt GTP,HRas wt GTP,Mcl1-Noxa inh
COc1cc(CNCCc2ccc(S(N)(=O)=O)cc2)ccc1OCC(=O)NC(C)(C)C,98,99,0,12,99,10,100,-6,98,99,16
Cc1cc(NC(=O)CN2C(=O)NC(C)(c3ccccc3)C2=O)no1 (centres undefined),95,96,nt,-6,97,11,95,0,96,96,11
CC1CCC(NC(=O)C2c3ccccc3C(=O)N2Cc2ccc3c(c2)OCO3)CC1 (centres undefined),96,94,-7,-1,96,12,99,1,96,95,-7
O=[N+]([O-])c1ccccc1NCc1ccc(Cl)cc1,96,99,-4,-1,95,29,95,-1,94,96,9
CCOC(=O)c1c(NC(=O)c2nn(CC)cc2Br)c(C#N)nn1-c1ccccc1,97,94,nt,-11,98,4,98,0,96,98,27
CC(C)(C)OC(=O)N1CCN(c2ccc(CNC(=O)c3ccc(Cl)cc3)cc2)CC1,101,100,16,-68,104,14,102,-4,103,102,10
Cn1c(SCc2ccccc2Cl)nnc1-c1cnccn1,97,97,1,-11,99,0,102,2,99,99,6
CN1C=CC=C/C1=C1\SC(=S)N(c2ccccc2)C1=O,?,?,nt,-34,?,36,?,-3,?,?,8
CCOCCn1c(CCCO)nc2ccccc21,100,99,nt,0,102,5,103,2,100,101,-12
Oc1ccccc1-c1nc(NCC2CCCO2)c2ccccc2n1 (centres undefined),98,98,nt,-23,99,14,103,-1,98,101,11
COc1cc(N/C(=N/S(=O)(=O)c2ccccc2)c2ccccc2)ncn1,99,100,nt,0,102,nt,106,-5,101,99,9
CCn1c(C)cc(/C=C2\NC(=O)N(CC(=O)Nc3ccc(F)cc3)C2=O)c1C,96,95,nt,-17,96,13,96,-2,101,98,29
COC(=O)c1ccc(NC(=O)C2CC(=O)N(c3cc(C)ccc3C)C2)cc1 (centres undefined),98,97,nt,-7,99,37,100,0,98,99,0
COc1cc(NC(=O)Cn2nnc(-c3ccccc3N)n2)cc(OC)c1,99,99,nt,4,99,9,100,0,101,102,28
O=C(CCCNS(=O)(=O)c1cccc2nsnc12)NCc1ccccc1,96,97,nt,1,101,41,102,-5,101,96,-5
O=C(COC(=O)c1ccncc1)Nc1cccc(Cl)c1,99,103,3,-13,105,14,104,-3,103,102,10
COc1ccc(S(=O)(=O)N(NC2=NS(=O)(=O)c3ccccc32)C(=O)C(C)C)cc1,96,103,-5,11,95,21,97,-1,97,98,17
COc1ccc(OC)c(NS(=O)(=O)c2ccc(Cl)nc2)c1,97,93,14,-20,100,0,101,-1,95,99,17
O=C(c1ccc2c(c1)OCO2)N1CCNc2ccccc2C1,90,95,-13,-56,91,12,91,-1,94,95,-6
Cn1c(SCC#N)nnc1-c1cnccn1,96,98,-33,2,102,8,105,0,100,100,1
COc1ccc(C2CC(C(F)(F)F)n3nc(C(=O)NCc4c(C)nn(C)c4C)c(Cl)c3N2)cc1 (centres undefined),97,99,nt,-8,96,28,102,-6,97,99,-4
COC(=O)C1=C(C)N(c2ccc(C)c(C)c2)/C(=C/c2cccs2)C1=O,98,103,nt,-26,103,8,106,-1,103,102,-1
CCNC(=O)NC(=O)C(C)OC(=O)c1ccc(-n2nc(SC)sc2=S)cc1 (centres undefined),97,101,nt,-22,102,7,98,-3,96,97,17
CC1CC(C)CN(C(=O)Cn2c(-c3nonc3N)nc3ccccc32)C1 (centres undefined),100,98,14,5,99,39,104,0,100,101,2
CCOC(=O)c1c(CN2CCCCC2)oc2ccc(OC)cc12,98&104,101&101,0,10&-13,99&104,35&8,99&107,-3&-1,99&98,100&101,14&-10
Cc1cc(C)nc(N(C#N)S(=O)(=O)c2ccccc2)n1,95,99,nt,5,99,11,96,0,97,99,13

# Compound activity deposited in PubChem by several laboratories.
